High-throughput results from PubChem.
H69AR inhibit: proliferation blockers of H69AR lung cancer cells, primary screen, cell-based, human, 86K library; H69AR lung tumor viability, ATP luminescence, 72 h; active compounds read low; viability, % at 10 µM; hit rate 6% among 85,000;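 active = viability at or below 40%; inactive = viability above 40%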;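 note: multidrug resistant small cell line overexpressing MRP-1 efflux transporter; 100% = mean luminescence of untreated control wells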
Mac1 fbg enh: enhancers of CD11b/CD18 adhesion to fibrinogen, primary screen, K562 cells, luminescence | ATPlite luminescence | Integrin beta-2 (Homo sapiens) + Integrin alpha-M (Homo sapiens), P05107+P11215 | AID 1499, 2009 | activation, % at 10 µM | hit rate 0.07% among 93,000;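 active = 10 µM primary screen giving 50% or more activity, confirmed by 40% or more on retest at that dose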; note: strong numbers were not always called active
CYP2C19 activ: human CYP2C19 activators, primary screen, biochemical, luminescence. recombinant CYP2C19, luciferin-H EGE luminescence; active compounds read high; 0 = fully inhibited enzyme, 1 = untreated enzyme. Cytochrome P450 2C19 (Homo sapiens), P33261. AID 1025, 2008. 96,000 tested, under 10 active. activation factor at 5 µM;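 active = activation factor of at least 2 at 5 µM in the primary screen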;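 note: 0 = wells with 2.5 mM tranylcypromine and 1 = vehicle-only wells; values of inactives mirror those of a sister screen read the other way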
Target sequence (P33261 whole entry, looked up): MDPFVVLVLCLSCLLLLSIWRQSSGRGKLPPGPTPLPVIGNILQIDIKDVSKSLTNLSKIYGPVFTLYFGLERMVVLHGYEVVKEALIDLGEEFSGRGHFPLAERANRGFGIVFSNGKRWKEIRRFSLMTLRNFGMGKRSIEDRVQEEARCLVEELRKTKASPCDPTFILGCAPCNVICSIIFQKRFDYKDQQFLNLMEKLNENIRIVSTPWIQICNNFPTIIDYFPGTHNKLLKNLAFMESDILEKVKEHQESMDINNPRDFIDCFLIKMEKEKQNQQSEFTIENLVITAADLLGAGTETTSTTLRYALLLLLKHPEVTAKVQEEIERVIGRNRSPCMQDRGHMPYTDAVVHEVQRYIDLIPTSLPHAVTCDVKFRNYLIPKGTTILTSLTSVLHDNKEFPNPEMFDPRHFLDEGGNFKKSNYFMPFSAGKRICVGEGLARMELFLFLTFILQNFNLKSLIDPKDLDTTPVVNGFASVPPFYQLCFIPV
ERa SRC1 pot: enhancers of ERα–SRC-1 coactivator binding, primary screen, biochemical, TR-FRET, ERα LBD, low estradiol. Estrogen receptor (Homo sapiens), P03372. TR-FRET ERalpha-LBD/SRC-Cy5 coactivator binding, 2 h; 100 = basal binding, no effect. coactivator binding (% of control), % at 25.6 µM. hit rate 1.3% among 86,000; in the data active = activity above about 200%;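 note: binding measured in presence of low estradiol as agonist stimulus; 0% = peptide alone without receptor and 100% = receptor with peptide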
Target sequence (P03372 whole entry, looked up, the tested form may be a part): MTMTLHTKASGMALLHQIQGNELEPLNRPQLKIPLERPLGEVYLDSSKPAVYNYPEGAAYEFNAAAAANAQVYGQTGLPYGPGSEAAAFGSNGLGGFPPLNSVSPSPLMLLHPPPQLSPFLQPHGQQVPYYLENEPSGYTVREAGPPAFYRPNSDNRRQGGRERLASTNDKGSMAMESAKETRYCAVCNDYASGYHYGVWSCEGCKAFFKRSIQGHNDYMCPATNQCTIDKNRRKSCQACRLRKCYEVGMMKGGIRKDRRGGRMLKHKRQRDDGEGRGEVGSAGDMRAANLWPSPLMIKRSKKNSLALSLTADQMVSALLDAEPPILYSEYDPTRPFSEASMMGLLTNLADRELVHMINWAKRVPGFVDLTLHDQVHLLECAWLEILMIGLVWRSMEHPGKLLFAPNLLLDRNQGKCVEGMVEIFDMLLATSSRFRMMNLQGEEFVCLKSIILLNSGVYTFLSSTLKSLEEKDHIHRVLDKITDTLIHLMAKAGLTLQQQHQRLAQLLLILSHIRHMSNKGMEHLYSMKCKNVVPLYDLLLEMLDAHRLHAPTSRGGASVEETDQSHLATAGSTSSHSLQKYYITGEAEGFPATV
ERa SRC1 inh: ERα–SRC-1 coactivator interaction inhibitors, primary screen, biochemical, TR-FRET, ERα LBD, estradiol-bound. Estrogen receptor (Homo sapiens), P03372. TR-FRET ER-alpha LBD / SRC-1 peptide. inhibition, % at 25.6 µM. hit rate 1.7% among 86,000; in the data active = inhibition above about 50%;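 note: 0% = receptor plus peptide control and 100% = peptide only without receptor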
Fibroblast inh: antiproliferative effect on LL 47 fibroblasts – human, LL 47 cells, CellTiter-Glo luminescence, primary screen; LL 47 human lung fibroblast viability, ATP luminescence; active compounds read low; viability, % at 10 µM; hit rate 1.1% among 85,000; AID 719, 2007;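 active = viability at or below 50% in the single dose screen; inactive = viability above 50%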;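 note: compound exposure lasted 72 h before the ATP readout; 100% = median luminescence of untreated cell-only wells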
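Benchmarks: Cell-only wells, no compound | Test system: LL 47 human lung fibroblasts, passage 12 or lower | Input: 1,150 cells/well | Measured by: CellTiter-Glo luminescence measuring cellular ATP | Medium: IMEM, 15% FBS supplement | Schedule: Overnight attachment after seeding, then 72 h compound exposure at 37 °C | Doses: Compound addition at 0.1% DMSO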
CYP2C19 inhib: blockers of cytochrome P450 2C19 activity – biochemical, luminescence, ADME assay, primary screen; inhibition, % at 5 µM; CYP2C19 Supersomes, luciferin-H EGE luminescence, 30 min; P33261; hit rate 21% among 96,000;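 active = CYP2C19 inhibition above a set limit at 5 µM in the primary screen, cut at about 50% in these data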;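 note: plate controls were negative control wells for no effect and 2.5 mM tranylcypromine positive control for full effect; values of inactives mirror those of a sister screen read the other way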
HUVEC inhibit: inhibitors of HUVEC proliferation, primary screen, cell-based, 384-well; hit rate 1.1% among 86,000; viability, % at 10 µM (by protocol); AID 648, 2007; CellTiter-Glo luminescence, 72 h; active compounds read low;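 active = viability at or below 30%; inactive = viability above 30%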;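 note: 100% = median luminescence of DMSO-only cell control wells on each plate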
Mac1 fbg inh: inhibitors of CD11b/CD18 adhesion to fibrinogen, primary screen, K562 cells, luminescence | Integrin beta-2 (Homo sapiens) + Integrin alpha-M (Homo sapiens), P05107+P11215 | ATPlite luminescence; Mn2+ added to activate the integrin | inhibition, % at 10 µM | hit rate 0.54% among 93,000 | AID 1497, 2009;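 active = primary inhibition of 50% or more at 10 µM, then 40% or more on retest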; note: some results filed as inactive read as strong as hits
* = called active by the depositor; . = not tested or not shown; [ ] = another dose, or the depositor's remark. This is a random part of the collection (roughly 26% active in at least one column).

no.	Structure	H69AR inhibit	Mac1 fbg enh	CYP2C19 activ	ERa SRC1 pot	ERa SRC1 inh	Fibroblast inh	CYP2C19 inhib	HUVEC inhibit	Mac1 fbg inh
1	CC(C)C(=O)N1CCN(c2ccc(NC(=O)c3ccc4c(c3)OCCO4)cc2Cl)CC1	6.2*	-4	0.7	92	8	19*	25	3.2*	-4
2	CN(Cc1nc(-c2cccnc2)no1)S(=O)(=O)c1ccccc1	.	3	0.3	100	4	113	74*	99	-22
3	CN(C)c1ccc(/C=[N+](\[O-])C(C)(C)/C=N/O)cc1	30*	-4	1	114	-4	.	1	97	-12
4	O=C(NCc1ccco1)/C(=C/c1cccnc1)NC(=O)c1cccc(Br)c1	.	-2	1	.	.	.	-4	.	-8
5	FC(F)(F)c1cccc(N2CCN(C(=S)NC3CCCC3)CC2)c1	.	0	0.9	.	.	.	11	.	2
6	O=C(NCCc1cn2ccsc2n1)c1cccs1	93	-1	0.9	102	13	106	15	97	-62
7	CCCS(=O)(=O)NCc1ccc2c(c1)cc(C)n2C	88	.	.	99	-16	103	.	102	.
8	Cc1ccc(S(=O)(=O)N/N=C/C(C)(C)CO)cc1	.	-1	0.9	.	.	.	12	.	-2
9	CC1OC(Nc2cccc3ccccc23)C(O)C(O)C1O (stereo not drawn)	48	1	1	125	-9	93	-3	47	-8
10	CCCCN(C)C(=O)c1cn(CC)c2nc(C)ccc2c1=O	89	-2	1.1	95	-2	100	-10	93	1
11	Cc1cccc(-c2noc(CN(C(=O)CCc3ccccc3)C(C)C)n2)c1	94	-1	1	101	-6	108	4	106	2
12	COc1ccc(CCNC(=S)Nc2cc(C)cc(C)c2)cc1	89	-1	0.4	87	-4	92	62*	73	-7
13	CS(=O)(=O)N1CCC(c2noc(-c3ccc(C(F)(F)F)cc3)n2)CC1	104	-5	0.9	101	-3	103	6	113	-12
14	O=C(N/C(=C/c1ccco1)C(=O)N1CCCCC1)c1cccs1	.	1	1.2	.	.	.	-20	.	-11
15	COc1ccc(-n2nc3c(c2NC(=O)C2CC2)CS(=O)C3)cc1 (stereo not drawn)	95	-7	0.9	122[fluorescence artefact?]	-5	99	12	93	25
16	CCOC(=O)C1=C(C)NC2=C(C(=O)CCC2)C1c1cn(Cc2ccc(Cl)cc2Cl)nc1-c1ccccc1 (stereo not drawn)	.	-1	0.5	.	.	.	51*	.	23
17	CO/N=C(\CS(=O)(=O)Cc1ccc(OC)cc1)c1ccc(Cl)cc1	.	-5	0.6	.	.	.	37	.	4
18	CCOc1ccc2oc(-c3ccccc3)c(C(=O)N3CCN(CCO)CC3)c2c1	91	4	0.6	128	-10	88	40	68	-46
19	CC(C)(NO)/C(=N\O)c1ccccc1	90	-4	1.1	54	-6	96	-13	89	13
20	CCCc1nc(SCC(=O)c2ccccc2)c2c(=O)n(C)c(=O)n(C)c2n1	84	6	1	103	0	94	3	72	-3
21	O=C1NC(=O)C(c2cn(-c3ccccc3)nc2-c2ccc(F)cc2)N1 (stereo not drawn)	97	11	0.8	118	-10	82	21	100	-28
22	O=C(NCc1cccnc1)c1ccc(=O)oc1	77	0	1.1	111	-3	112	-11	95	-25
23	CCOC(=O)c1c(NCC(C)C)c2ccccc2[nH]c1=O	94	-7	1	73	19	103	2	94	4
24	Cc1ccc(Cn2c(=O)c3c(nc4n3CCCN4Cc3ccccc3)n(C)c2=O)cc1	61	-1	0.8	104	1	95	20	89	1
25	COCCCNC(=O)c1cccs1	95	-1	0.8	98	-6	92	15	86	11
26	CC(C)NC(=O)Cn1c(=O)c2c(ncn2Cc2ccccc2)n(Cc2ccccc2)c1=O	.	-5	0.7	.	.	.	31	.	19
27	CS(=O)(=O)N1CCCC(C(=O)NC2CCCCCCC2)C1 (stereo not drawn)	93	.	0.9	121[fluorescence artefact?]	-4	92	14	101	.
28	O=S(=O)(c1cc(Cl)ccc1Cl)N1CCN(Cc2ccc3c(c2)OCO3)CC1	100	8	0.5	115	-9	99	50*	110	5
29	O=C(CCSc1ccc(Cl)cc1)N1CCN(c2ncccn2)CC1	101	1	0.7	104	1	45*	25	100	13
30	C=C(C)COc1ccc(-c2nc(N)ncc2Oc2ccccc2OCC)c(O)c1	75	18	0.2	141[fluorescence artefact?]	33[fluorescence artefact?]	97	80*	98	-29
31	C=CCNC(=O)c1ccc(N(CC=C)S(C)(=O)=O)cc1	46	.	.	103	11	99	.	82	.
32	CCOC(=O)CSc1cc(=O)n(C)c2cc(Cl)ccc12	97	.	0.4	115	9	111	64*	92	.
33	COc1cc2[nH]c(=O)n(CCC(=O)NC3CCN(Cc4ccccc4)CC3)c(=O)c2cc1OC	83	0	1.2	102	-5	97	-19	93	4
34	CCC(C)(C)n1nnnc1C(c1ccccn1)N1CCN(c2cccc(OC)c2)CC1 (stereo not drawn)	76	.	.	123[fluorescence artefact?]	-5	96	.	95	.
35	CC1CN(C2CCN(S(=O)(=O)c3ccc(F)cc3)CC2)CC(C)O1 (stereo not drawn)	85	-4	0.9	109	-7	98	15	102	-1
36	Cc1c(/C(O)=C2\C(=O)C(=O)N(CCN(C)C)C2c2cccnc2)cnn1-c1ccccc1 (stereo not drawn)	97	-2	0.9	99	-3[fluorescence artefact?]	101	11	100	-10
37	CCCn1c(=O)c(Cc2ccccc2)c(O)c2ccccc21	94	6	0.6	95	23[fluorescence artefact?]	99	45	96	26
38	CCOC(=O)CN1C(=O)C(Sc2n[nH]c(-c3cccc(C)c3)n2)CCc2ccccc21 (stereo not drawn)	.	-7	0.4	.	.	.	57*	.	20
39	O=C(O)[C@@H]1CCCN1c1ncnc2sc3c(c12)CCC3	86	1	0.9	114	-3	99	7	99	-21
40	O=C(O)CSc1nnnn1-c1ccc2c(c1)OCCO2	.	-4	1.2	.	.	.	-18	.	0
41	COc1cccc(Oc2cn[nH]c2-c2ccc(OC)cc2O)c1	8.1*	1	0	87	11	94	99*	51	17
42	Nc1nc(SCCOc2ccccc2)n[nH]1	69	0	0.7	115	-3	97	28	82	-10
43	O=C1C2C3CCCC3=C3CCCC3C2C(=O)N1c1ccc(Cl)cc1 (stereo not drawn)	88	6	0.2	95[fluorescence artefact?]	12	84	75*	86	-9
44	Cc1nnc(SCC(=O)N2CCN(S(=O)(=O)c3ccc(Cl)cc3)CC2)n(N)c1=O	97	1	0.9	113	-23	96	6	105	-4
45	CC(=O)NCCc1ccc(S(=O)(=O)N2CCCC2)cc1	95	2	0.8	102	-1	100	17	105	-10
46	O=C(COC(=O)c1ccccn1)Nc1c(Cl)cccc1Cl	90	-2	0.6	117	-3	105	38	89	-8
47	CCOC(=O)c1c(C)[nH]c(C)c1C(=O)Cn1nnc(-c2ccccc2C)n1	76	.	.	93	3	93	.	96	.
48	Cc1ccc(/C(O)=C2/C(=O)C(=O)N(Cc3cccnc3)C2c2ccccn2)cc1 (stereo not drawn)	100	0	0.3	100[fluorescence artefact?]	12	.	66*	110	-43
49	c1ccc(-c2noc(-c3cccnc3)n2)cc1	143	2	0.9	94	2	98	13	90	0
50	COc1ccc(N2CCN(C(=O)CSc3ncccc3-c3nc4ccccc4[nH]3)CC2)cc1	74	-2	0.7	110[fluorescence artefact?]	-6[fluorescence artefact?]	101	30	89	1
51	O=C(CCNS(=O)(=O)c1ccc(Br)s1)N1CCCCC1	88	2	0.3	116[fluorescence artefact?]	1	99	68*	107	-1
52	CCOC(=O)C1CCCN(C(=O)Cc2ccc(Cl)cc2)C1 (stereo not drawn)	76	-1	0.7	73	10	102	30	108	3
53	Cc1cc(=O)oc2cc(OCC3CC(c4ccc(N(C)C)cc4)=NO3)ccc12 (stereo not drawn)	64	-2	0.9	153	51*[fluorescence artefact?]	104	10	77	-3
54	Cc1c(C(=O)N2CCCCC2)sc(N)c1C#N	91	0	0.8	100	-1	106	19	107	32
55	CSc1nc(-c2ccccc2)ccc1C(N)=O	87	-5	0.8	85	-5	107	22	96	13
56	COc1ccc(CNCc2ccco2)cc1OCc1ccccc1	.	3	0.4	.	.	.	65*	.	-53
57	CCCC(=O)C1=C(c2ccccc2)C(C#N)(C#N)C(C#N)=C1N	89	-3	0.7	76[fluorescence artefact?]	44[fluorescence artefact?]	105	32	93	0
58	N#CCC(=O)NN=C1CCCCCCCCCCC1	.	5	0.8	.	.	.	19	.	10
59	O=C(NN=C1c2ccccc2-c2ccccc21)c1ccccc1Br	.	-1	0.6	.	.	.	38	.	0
60	COCC(C)n1c(C)cc(C(=O)Cn2c(=O)oc3ccccc32)c1C (stereo not drawn)	94	0	0.9	114	5[fluorescence artefact?]	94	12	87	4

More records follow.
no.	Structure	H69AR inhibit	Mac1 fbg enh	CYP2C19 activ	ERa SRC1 pot	ERa SRC1 inh	Fibroblast inh	CYP2C19 inhib	HUVEC inhibit	Mac1 fbg inh
61	CC(=O)Nc1ccc(S(=O)(=O)n2nc(C)cc2C)cc1	93	2	0.6	122	-1	102	44	109	-18
62	COc1ccccc1NC(=O)Cc1noc(CN(C)Cc2cccs2)n1	89	-1	0.2	109	-4	98	78*	101	-13
63	Cn1c(=O)cc(OCCCC(=O)NCCN2CCN(c3ccccc3F)CC2)c2ccccc21	73	0	0.7	64	12	95	26	84	-12
64	CCOC(=O)N1CCC(NC(=O)CCC(=O)N2CCOc3ccc(C)cc32)CC1	97	4	0.9	102	-3	106	14	104	6
65	CCOC(=O)c1c(C)[nH]c(C(=O)COC(=O)c2ccc(F)c(S(=O)(=O)N3CCOCC3)c2)c1C	55	5	1.1	148	12[fluorescence artefact?]	95	-7	52	22
66	COC(=O)CSc1nc2ccc(NC(=O)CSc3nnnn3Cc3ccccc3)cc2s1	90	-3	0.9	108	22	31*	8	56	-15
67	CC1(C(=O)CSc2ncn[nH]2)CCC(=O)O1 (stereo not drawn)	85	-3	1	111	-1	97	-4	99	-6
68	CN(CC(=O)Nc1c(Cl)cccc1Cl)C(=O)CCCN1C(=O)c2ccccc2C1=O	.	-7	0.7	.	.	.	30	.	22
69	COc1ccccc1C(=O)Nc1ccc2c(c1)OCO2	46	-2	0.1	143[fluorescence artefact?]	3	94	90*	84	-10
70	CCOc1cc(NS(=O)(=O)c2ccc(NC(C)=O)cc2)c(OCC)cc1NC(=O)C(C)C	.	-2	1.1	.	.	.	-5	.	-4
71	CCOC(=O)Cc1c(C)c2c(O)cc(O)cc2oc1=O	102	5	0.7	110	7[fluorescence artefact?]	98	31	108	-45
72	CCOC(=O)c1ccc(NC(=O)CSc2nc(C)nc3c2c(=O)n(C)c(=O)n3C)cc1	90	0	1	118	2	104	2	111	-1
73	CCCc1sc(N/N=C/c2ccccn2)nc1-c1ccc(F)cc1	13*	.	.	90	4	19*	.	15*	.
74	CCOC(=O)N1CCN(S(=O)(=O)c2ccc(OC)c3ccccc23)CC1	75	-2	0.6	104	-10	94	40	87	12
75	O=C(N/N=C/c1ccc(Cl)c([N+](=O)[O-])c1)c1ccc2nc[nH]c2c1	.	-5	0.9	.	.	.	11	.	-11
